Compound activity as filed in PubChem BioAssay.
OXTR agonist: human OXTR agonism; CHO-OTR cells, Fluo-8 calcium fluorescence; normalized: DMSO 0%, oxytocin 100%; 320,000 compounds, 0.32% hits; activation, % at 3 µM; P30559;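 active = activation above the mean of all tested compounds plus 3 SD, cutoff set per screening run, cut at about 20% in these data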;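 note: peak over basal fluorescence ratio from a 100 s FLIPR kinetic read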
Target sequence (P30559 whole entry, looked up): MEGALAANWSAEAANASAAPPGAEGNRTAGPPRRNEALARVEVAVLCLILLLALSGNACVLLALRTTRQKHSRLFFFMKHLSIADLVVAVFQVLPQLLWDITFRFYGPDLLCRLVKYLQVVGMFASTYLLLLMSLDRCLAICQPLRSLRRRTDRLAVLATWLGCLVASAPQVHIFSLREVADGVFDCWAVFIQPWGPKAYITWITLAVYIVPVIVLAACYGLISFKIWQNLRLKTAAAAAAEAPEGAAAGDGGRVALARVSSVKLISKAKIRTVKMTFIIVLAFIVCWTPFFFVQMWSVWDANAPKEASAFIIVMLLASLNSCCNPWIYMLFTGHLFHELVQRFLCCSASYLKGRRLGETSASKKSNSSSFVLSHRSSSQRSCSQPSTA
TAAR1 antag: human TAAR1 antagonism | Q96RJ0 | CHO RD-HGA16 TAAR1, Fluo-8 calcium fluorescence, antagonist | inhibition, % at 3 µM | 360,000 compounds, 1.5% hits;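 active = inhibition above a per-plate cutoff, the mean inhibition of test compounds on that plate plus 3 SD, cut at about 49% in these data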;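 note: 0% = DMSO plus EC80 beta-PEA response and 100% = DMSO alone without agonist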
Target sequence (Q96RJ0 whole entry, looked up): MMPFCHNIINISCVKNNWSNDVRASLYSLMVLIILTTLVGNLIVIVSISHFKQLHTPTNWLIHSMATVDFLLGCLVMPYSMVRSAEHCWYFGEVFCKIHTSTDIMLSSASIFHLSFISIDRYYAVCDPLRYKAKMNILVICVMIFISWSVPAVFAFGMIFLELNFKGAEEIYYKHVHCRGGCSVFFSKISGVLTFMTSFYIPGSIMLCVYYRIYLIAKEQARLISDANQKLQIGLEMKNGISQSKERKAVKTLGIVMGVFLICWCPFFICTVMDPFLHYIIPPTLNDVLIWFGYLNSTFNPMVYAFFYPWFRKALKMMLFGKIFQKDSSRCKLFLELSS
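Test system – hTAAR1-expressing CHO RD-HGA16 cells, Gα16-coupled · Also added – β-PEA at EC80 concentration, post-compound challenge · Compound – 3 µM, single point · Incubation – dye loading 75 min at 37 °C, then 30 min room temperature · Measured by – Fluo-8 intracellular calcium dye fluorescence, real-time kinetic reads · Benchmarks – vehicle and agonist controls · Replicates – singlicate, one well per test compound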
M1 ag parental: nonselective activator or artifact in parental CHO-K1 cells; 360,000 compounds, 0.48% hits; activation, % at 3 µM; AID 602248; Fluo-8 calcium fluorescence; scaled to maximal ATP response, vehicle zero; in the data active = activation above about 15%;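 note: untransfected CHO-K1 host cells lacking M1 receptor as counterscreen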
OXTR potentiator: human OXTR potentiation. activation, % at 3 µM. 320,000 compounds, 0.061% hits. P30559. CHO-OTR cells, Fluo-8 calcium fluorescence, potentiator mode; 0% = oxytocin EC15, 100% = EC100;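 active = activation above that plate's cutoff, the mean activation of tested compounds plus 3 SD, cut at about 6.6% in these data, passing the limit was not always enough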;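 note: 100% uses oxytocin at 75 nM as the full agonist control; some results filed as inactive read as strong as hits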
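Replication – single well per compound, singlicate · Assay system – CHO cell line stably expressing human OTR · Timing – 6 min pre-incubation, 100 s read · Measure – normalized max/min fluorescence ratio, % activation · Doses – 3.0 µM, one dose · Detection – Fluo-8 calcium dye fluorescence · Probe or stimulus – oxytocin near EC15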
CHO parental Ca: counter-screen: ATP calcium response change in parental CHO cells; parental CHO-K1, ATP-induced calcium, Fluo-8 fluorescence; inhibition, % at 5.6 µM; 330,000 compounds, 0.63% hits; AID 463079;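 active = inhibition above that plate's mean sample inhibition plus 3 SD, cut at about 26% in these data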;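 note: 0% = ATP-challenged DMSO wells and 100% = DMSO wells without ATP; some compounds past the cut are filed as inactive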
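Material: Parental CHO cells | Reagent: ATP | Compound dosing: Single nominal dose of 5.6 µM per compound | Detection: Intracellular calcium via Fluo-8 no-wash fluorescent dye | Read-out: % inhibition of ATP-induced calcium mobilization | Benchmarks: Low control ATP plus DMSO, high control DMSO only | Replicates: Singlicate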
V1R ag counter: counter-screen for oxytocin receptor agonists: human V1a receptor agonists. P37288. CHO-V1R cells, Fluo-8 calcium fluorescence, agonist mode; 0% DMSO, 100% 3 nM vasopressin. activation, % at 3 µM. 320,000 compounds, 0.25% hits. AID 2797;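 active = activation above the mean activation of all tested compounds plus 3 SD, per screening run, cut at about 20% in these data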;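 note: signal is peak over basal fluorescence ratio across a 100 second FLIPR read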
GPR7 antagonist: human neuropeptides B/W receptor 1 antagonism; P48145; 290,000 compounds, 1.1% hits; GPR7-expressing cells, fluorescence antagonist assay; inhibition, % at 4.4 µM; AID 1861; in the data active = inhibition above about 16%, passing the limit was not always enough;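 note: cells stimulated with the agonist NPW; 0% = agonist with vehicle and 100% = vehicle without agonist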
Target sequence (P48145 whole entry, looked up): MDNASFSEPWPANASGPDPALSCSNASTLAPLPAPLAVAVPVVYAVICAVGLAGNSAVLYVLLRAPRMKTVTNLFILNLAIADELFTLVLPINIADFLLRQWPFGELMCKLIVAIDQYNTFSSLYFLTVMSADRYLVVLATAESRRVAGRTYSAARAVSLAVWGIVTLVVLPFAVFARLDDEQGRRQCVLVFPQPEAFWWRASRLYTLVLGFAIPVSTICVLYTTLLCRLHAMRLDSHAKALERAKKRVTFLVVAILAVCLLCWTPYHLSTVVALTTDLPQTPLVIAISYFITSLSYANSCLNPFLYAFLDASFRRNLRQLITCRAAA
CHO-K1 Ca antag: M1 antagonist counterscreen hit in parental CHO-K1 cells | ATP-induced calcium, Fluo-8 fluorescence | inhibition, % at 3 µM | 360,000 compounds, 0.6% hits;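 active = inhibition above a per-plate cutoff, the plate's mean sample inhibition plus 3 SD, cut at about 24% in these data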;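 note: 0% = DMSO plus EC80 ATP and 100% = DMSO alone without ATP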
M1 PAM parental: nonselective activator or artifact in parental CHO-K1 calcium assay | ATP EC20, Fluo-8 calcium fluorescence; 0% at ATP EC20, 100% at ATP max | activation, % at 3 µM | 360,000 compounds, 0.02% hits | AID 602247;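 active = activation above the run cutoff, the mean activation of all test compounds plus 3 SD, cut at about 40% in these data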;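 note: peak over basal fluorescence ratio in a 140 s read after ATP addition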
Starred values were filed as active, the others as inactive; x = not tested or not shown. This is a random part of the collection (roughly 3.5% active in at least one column).

SMILES	OXTR agonist	TAAR1 antag	M1 ag parental	OXTR potentiator	CHO parental Ca	V1R ag counter	GPR7 antagonist	CHO-K1 Ca antag	M1 PAM parental
CCc1ccc2nc(N(CCN(C)C)C(=O)c3ccc4ncsc4c3)sc2c1	4.6	-24.1	1.2	-1.1	-8.5	2.4	5.9	9.7	5.1
CN1CCN(CCNC(=O)Nc2ccc([N+](=O)[O-])cc2)CC1	7.8	-5.6	0.6	-5.1	2.7	0.3	1.2	-5.8	7.6
CN(CC1CCCN(CCc2cccc(C(F)(F)F)c2)C1)C(=O)c1cc2ccccc2o1 (stereo not drawn)	x	-31.6	5.8	x	x	x	17.1	-31.1	20.0
C[C@@H](C(=O)Nc1ccc2ccccc2c1)[C@H]1C[C@]1(C)[C@H](NS(=O)(=O)c1ccc(-c2ccccc2)cc1)c1ccccc1	-0.2	7.3	x	-8.8	-10.2	-0.8	0.2	x	x
COc1ccccc1C(=O)NCCc1nc2ccccc2[nH]1	0.2	-10.1	0.6	-3.4	-3.8	0.4	-12.1	3.0	11.0
CCCCCn1c(CN2CCN(Cc3ccccc3)CC2)nc2c1c(=O)[nH]c(=O)n2C	0.2	0.9	0.5	1.3	-3.3	0.2	-7.6	-29.1	18.3
Cc1cc(C(=O)Nc2ccccc2C(=O)N2CCCCC2)ccc1[N+](=O)[O-]	-1.7	8.2	0.9	0.3	-22.9	0.0	-18.4	-6.6	8.2
CC1Cc2ccccc2N1c1ncnc(N)c1[N+](=O)[O-] (stereo not drawn)	-0.6	-5.4	0.8	-7.0	-18.5	-0.8	-10.7	-14.4	2.9
O=C(Cc1c(F)c(F)c(F)c(F)c1F)Nc1nc(-c2ccccc2)cs1	2.6	46.5	-0.2	-13.0	48.3*	13.1	5.3	-12.5	8.0
CC(Sc1nnc(Cc2cccs2)n1C1CCCCC1)C(N)=O (stereo not drawn)	-1.0	-8.0	0.4	-5.8	-8.2	-0.2	-8.2	-9.4	17.8
CN(CC(=O)Nc1ccccc1Cl)CC(=O)c1c(N)n(Cc2ccccc2)c(=O)n(C)c1=O	-0.1	-8.8	0.3	-8.6	-23.0	0.7	x	-6.4	4.6
Nc1nc(-c2ccc3c(c2)NC(=O)CO3)cs1	1.1	-4.5	0.2	-9.9	2.9	-0.2	-1.4	8.0	-0.8
Cc1ccc(NC(=O)CC2S/C(=N/N=C/c3c[nH]c4ccccc34)NC2=O)cc1 (stereo not drawn)	-1.1	22.9	3.6	-8.4	4.0	0.8	-0.6	-18.5	17.4
CCc1ccc(N2CC(C(=O)N/N=C/c3ccccc3OC)CC2=O)cc1 (stereo not drawn)	-1.6	-19.8	-1.0	-4.3	-13.0	-0.8	-8.9	-29.4	7.1
CN(C)C(=O)c1ccccc1-c1ccccc1	-0.1	-0.8	0.9	0.4	-12.0	-0.1	-10.4	-7.1	9.5
FC(F)Sc1ccc(N=C2NN=C(c3ccc4c(c3)OCCO4)CS2)cc1	-0.7	-3.7	-0.6	0.7	4.1	-0.3	-4.0	4.4	10.0
COc1cc(/C(C)=N/N2CCN(c3ccccc3OC)CC2)ccc1O	-0.8	-1.6	0.9	2.7	-6.7	0.3	-19.7	-6.6	16.7
Clc1ccc(-c2nc(Cc3ccccc3Cl)no2)cc1	-2.0	6.9	0.9	-5.5	-7.2	-0.3	9.3	-18.9	18.0
CC(C)(C)OC(=O)N1CCc2onc(-c3ccc(Cl)cc3)c2C1=O	x	5.2	0.2	x	x	x	x	-4.5	8.9
Cc1ccc(Nc2nc(N)nc(-c3oc4ccccc4c3C)n2)cc1	-1.0	x	3.4	-6.9	-14.2	-1.0	9.8	-20.3	18.6
CCOC(=O)CN1N=C(/C=C/c2ccc(OC)cc2)CCC1=O	0.9	0.4	0.5	-5.4	-5.1	10.1	-6.0	12.2	-7.1
Cc1cc(N=Nc2ccccc2)cc(C)c1NC(=O)C(F)(F)F	x	2.0	0.0	x	x	x	x	-21.7	19.2
Cc1cccn2c(CN(C)C3CCOC3)c(C(=O)N3CCCCC3)nc12 (stereo not drawn)	-0.3	-20.7	0.4	-9.4	-15.2	0.6	-2.0	-7.5	5.5
O=C(COC(=O)C1Cc2ccccc2CN1C(=O)c1ccccc1)Nc1ccc(SC(F)F)cc1 (stereo not drawn)	-0.2	37.0	1.2	-3.8	-3.9	1.7	-5.0	-2.0	5.4
CCc1ccc(N2CCN(CCNC(=O)Nc3ccc(OC)cc3)CC2)cc1	4.7	12.5	4.7	-4.9	-12.9	5.3	-4.5	-9.9	21.0
CCc1cc2ccc(OC)cc2nc1SCC(=O)Nc1cc(C)on1	-1.2	11.8	0.2	-6.7	-12.2	0.5	-11.3	0.6	16.3
CC(=O)c1cnn(-c2cc(Oc3ccc(F)cc3)ncn2)c1C	-0.3	2.9	0.3	-10.8	-2.0	0.2	-0.8	-10.5	14.2
CCOc1ccc(NC(=O)Cn2cc(C(C)=O)c3ccccc32)cc1	5.3	-3.7	0.7	-9.8	-0.5	5.4	-24.7	12.4	-0.5
Cc1ccccc1C(=O)NNC(=O)CSc1nc(-c2ccccc2)cc(=O)[nH]1	0.2	10.3	0.0	4.9	-8.3	0.2	-9.8	8.6	-5.7
N#Cc1ccc(N2Cc3ccccc3C2=NC(=O)c2cccnc2Cl)cc1	-0.9	0.7	0.7	4.7	-16.0	-0.7	-11.9	-16.6	9.0
Cc1ccc(C(=O)NCCNC(=O)c2ccc(C)o2)o1	1.1	-16.3	1.0	-10.8	-6.0	0.1	-6.2	-7.7	10.3
CCCCn1c(NC(=S)Nc2ccccc2)nc2ccccc21	-1.1	-6.3	0.0	-4.0	-19.7	-1.0	-6.0	-10.2	32.5
COc1ccc(S(=O)(=O)N2CCN(c3ccc(F)cc3)CC2)cc1C(=O)N1CCOCC1	1.1	-21.0	1.6	0.3	-2.0	0.6	-1.5	-21.7	1.8
O=C(COC(=O)c1ccc2[nH]c3c(c2c1)CCCC3)NC1CCS(=O)(=O)C1 (stereo not drawn)	-1.0	3.5	3.3	-10.4	-1.9	0.0	-3.6	-7.8	10.2
Cc1ccc(S(=O)(=O)N2CCN(S(C)(=O)=O)C2)cc1	0.2	-7.4	0.0	2.0	-2.9	3.5	-12.0	-12.5	9.9
CNC(=O)c1cc(C(=O)c2c(Cl)cccc2Cl)c[nH]1	1.7	-1.3	0.2	-11.0	-7.7	2.2	-1.1	-4.2	19.4
CC(=O)OCC(=O)[C@H]1CC[C@H]2[C@@H]3CC=C4C[C@@H](O)CC[C@]4(C)[C@H]3CC[C@]12C	1.1	1.3	1.1	-2.8	-6.4	0.0	-10.1	-21.1	14.3
COC(C(=O)NCc1ccc(C)cc1)c1ccccc1 (stereo not drawn)	-0.5	-13.1	0.1	-1.2	-0.9	-0.3	-5.2	-8.2	15.2
O=C(CC(Nc1ccc(F)cc1)C(=O)OCC(=O)c1cccs1)c1ccccc1 (stereo not drawn)	-1.6	7.5	8.3	-0.9	-1.3	0.3	-7.9	8.1	11.6
CCOC(=O)CSc1ccc(S(=O)(=O)N2CCC(C)CC2)cc1[N+](=O)[O-]	-2.5	0.1	0.1	-6.6	1.4	0.8	-7.9	-16.2	19.8
Cc1oc2ccc(OS(C)(=O)=O)cc2c1C(=O)OC(C)C	-2.5	-5.1	0.8	-7.2	-13.9	-1.6	-24.1	-0.7	19.4
CCc1nc2nc(C)c(NS(=O)(=O)c3ccc(Br)s3)c(=O)n2[nH]1	0.1	-12.1	-0.6	-9.5	6.2	0.7	1.9	-3.1	5.0
O=C(Nc1ccc2c(c1)OCO2)C1Cc2c(-c3cccnc3)ccnc2O1 (stereo not drawn)	x	-4.0	0.7	x	x	x	x	-7.8	8.4
CC(C)C1C(=O)N(Cc2cn(CCC3OCCO3)nn2)CCS(=O)(=O)N1Cc1ccc(-c2cccc(N(C)C)c2)cc1 (stereo not drawn)	x	-6.8	1.5	x	x	x	x	-13.3	27.5
CC(C)(C)c1cc2nc3c(c(=O)n2[nH]1)CN(Cc1ccccc1)C3=O	-2.2	8.2	4.3	1.0	-11.5	-0.2	-18.5	-0.1	-8.6
COc1cc2nc(CN3CCN(S(=O)(=O)c4ccccc4)CC3)[nH]c(=O)c2cc1OC	x	-10.4	11.1	x	x	x	x	-3.3	7.4
O=C(CCn1c(=O)c2sccc2n(CC(=O)NCc2ccco2)c1=O)NCc1ccccc1	0.1	-3.8	0.4	2.0	-10.1	0.3	-4.2	-7.8	12.8
CC1=NN2C(=N)/C(=C\c3cc(C)n(-c4ccc(C)cc4)c3C)C(=O)N=C2S1	0.8	-25.8	2.3	-0.1	-19.5	-1.2	-4.7	-12.5	12.3
O=C(Nc1nnc(-c2ccco2)o1)c1ccc2ccccc2c1	-0.7	9.4	-0.4	-1.3	2.0	-1.0	-16.1	3.4	2.4
Cc1ccc(-c2nn3nnnc3c3ccccc23)cc1C	-0.5	-10.4	0.2	1.5	-6.1	0.1	-2.8	4.8	16.3
Cc1cc(C(=O)OCC(=O)N2CCOCC2)c2ccccc2n1	-0.4	1.2	0.5	-4.7	-16.9	1.0	-8.8	-15.1	18.3
CC1CCN(C(=O)C2CCN(c3nnc(-n4cccc4)s3)CC2)CC1	-1.2	-20.0	0.7	-8.4	-7.8	-0.7	-4.7	56.8*	6.2
CCOC(=O)c1sc(N/N=C/c2cc(Br)c(O)c(OC)c2)nc1C	-1.3	14.9	3.3	-8.9	-20.6	-1.1	7.4	9.6	0.8
O=S(=O)(c1ccc(SCc2ccccc2F)nc1)N1CCCC1	-1.3	15.8	0.5	-7.4	-7.7	1.3	x	-12.6	10.1
CCOc1ccc(CCNC(=O)COC(=O)c2cc([N+](=O)[O-])ccc2N2CCOCC2)cc1OCC	-2.5	8.1	0.9	-1.1	-26.0	-0.7	-15.6	-3.4	7.8
COc1ccccc1NS(=O)(=O)c1cccc(C(=O)N2CCN(C/C=C/c3ccccc3)CC2)c1	4.2	-7.9	7.8	-8.3	-16.9	6.5	8.6	1.2	0.6
COC(=O)[C@@H]1C[C@H]2CC[C@H](O)C[C@H]2N1Cc1ccc(C(C)(C)C)cc1	-1.6	3.4	0.1	-5.1	-10.4	-0.3	x	-15.7	9.3

2 of the compounds above, as comma-separated lines:
structure,OXTR agonist,TAAR1 antag,M1 ag parental,OXTR potentiator,CHO parental Ca,V1R ag counter,GPR7 antagonist,CHO-K1 Ca antag,M1 PAM parental
COc1ccccc1NS(=O)(=O)c1cccc(C(=O)N2CCN(C/C=C/c3ccccc3)CC2)c1,4.2,-7.9,7.8,-8.3,-16.9,6.5,8.6,1.2,0.6
COC(=O)[C@@H]1C[C@H]2CC[C@H](O)C[C@H]2N1Cc1ccc(C(C)(C)C)cc1,-1.6,3.4,0.1,-5.1,-10.4,-0.3,x,-15.7,9.3
